Screens deposited in PubChem BioAssay by Johns Hopkins Ion Channel Center.
KCNQ2 block = KCNQ2 potassium channel inhibitors, primary screen, cell-based, CHO-K1, FluxOR thallium flux, B-score (AID 2156); O88943; 20 min; stronger effect = lower value; B-score at 10 µM; 310,000 tested, 1.1% active;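 active = fluorescence ratio B-score at most minus 3 library SDs, with starting brightness B-score within 2 library SDs, cut at about -5.5 in these data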
CHT inh = inhibits the human high affinity choline transporter | CHT-expressing cells, membrane potential dye, choline response; stronger effect = lower value | B-score at 10 µM | Q9GZV3 | 310,000 tested, 0.86% active;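 active = B-score over 3 SD under the library average, and starting fluorescence ratio not unusually high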;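 note: choline stimulus applied at its EC90 after an EC20 pre-addition; B-score computed on integrated fluorescence ratio after choline addition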
Target sequence (Q9GZV3 whole entry, looked up): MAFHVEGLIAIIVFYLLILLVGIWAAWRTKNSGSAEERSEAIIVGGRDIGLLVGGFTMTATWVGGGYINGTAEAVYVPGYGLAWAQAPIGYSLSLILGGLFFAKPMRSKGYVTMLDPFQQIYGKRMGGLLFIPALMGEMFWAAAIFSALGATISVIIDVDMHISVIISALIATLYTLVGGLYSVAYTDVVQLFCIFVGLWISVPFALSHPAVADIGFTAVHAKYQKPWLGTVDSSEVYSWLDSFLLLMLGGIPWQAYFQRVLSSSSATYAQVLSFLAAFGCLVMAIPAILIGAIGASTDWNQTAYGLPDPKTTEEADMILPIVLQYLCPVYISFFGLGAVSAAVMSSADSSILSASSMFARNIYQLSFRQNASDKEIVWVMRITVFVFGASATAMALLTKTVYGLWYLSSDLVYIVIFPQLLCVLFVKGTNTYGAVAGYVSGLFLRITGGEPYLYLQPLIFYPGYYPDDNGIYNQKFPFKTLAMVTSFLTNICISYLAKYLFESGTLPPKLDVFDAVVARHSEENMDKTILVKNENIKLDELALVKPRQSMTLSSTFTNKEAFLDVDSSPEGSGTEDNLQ
Kir21 inh = inhibitors of mouse Kir2.1 inward-rectifier potassium channel | P35561 | HEK293-Kir2.1, FluxOR thallium flux fluorescence; stronger effect = lower value | B-score at 10 µM | 310,000 tested, 0.85% active;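 active = fluorescence ratio B-score at or below minus 3 SD of library scores, with starting-brightness B-score within 2 SD, cut at about -4.2 in these data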;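 note: channel flux triggered by added potassium and thallium sulfate stimulus; B-score of peak minus minimum fluorescence over baseline after thallium stimulus; more negative B-score means stronger Kir2.1 block with less thallium influx; some compounds called inactive have numbers as strong as hits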
Target sequence (P35561 whole entry, looked up): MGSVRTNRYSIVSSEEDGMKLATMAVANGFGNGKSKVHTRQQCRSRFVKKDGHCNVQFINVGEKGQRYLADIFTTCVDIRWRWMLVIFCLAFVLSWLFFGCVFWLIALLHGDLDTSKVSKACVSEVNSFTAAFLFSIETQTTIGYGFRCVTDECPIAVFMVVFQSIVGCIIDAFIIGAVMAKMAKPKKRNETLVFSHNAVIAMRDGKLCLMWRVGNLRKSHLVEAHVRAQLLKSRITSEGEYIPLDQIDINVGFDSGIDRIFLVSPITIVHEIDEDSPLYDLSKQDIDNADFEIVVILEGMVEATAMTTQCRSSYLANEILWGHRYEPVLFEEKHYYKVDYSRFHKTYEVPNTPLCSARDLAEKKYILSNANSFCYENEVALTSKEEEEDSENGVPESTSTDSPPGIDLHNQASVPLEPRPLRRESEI
Numbers without * were called inactive; i = inactive; . = not tested or not shown; & = joins results of further samples. An unsorted share of the library (roughly 2.6% active in at least one column).

compound	Kir21 inh	KCNQ2 block	CHT inh
Cc1cc(N2CCC(C(N)=O)CC2)nc(-c2ccccc2)n1	1.02	i	i
CCCCOc1ccc(C(=O)N/C(=C\c2ccc([N+](=O)[O-])cc2)C(=O)OCc2ccco2)cc1	-2.62	i	i
Cc1ccc2oc(C(=O)N3CCCCCC3)c(C)c2c1	-1.53	i	i
N#CCCNC(=O)CCN1CCCCC1	-0.09	i	i
COc1ccccc1NC(=O)CN(c1ccc(C)cc1)S(=O)(=O)c1c(C)n[nH]c1C	-0.61	i	i
Cc1ccc(NC(=O)c2cc(S(=O)(=O)N3CCc4ccccc43)cn2C)cc1C	0.27	i	i
C=CCn1c(SCC(=O)N2CCOCC2)nc2sc3c(c2c1=O)CCCC3	-0.02	i	i
N#Cc1c(SCC(N)=O)nsc1SCc1ccccc1Cl	0.51	i	i
CC(C)(CO)NC(=O)CCCOc1ccc(Cl)cc1Cl	0.47	i	i
COc1c(C(=O)Nc2ccccc2N2CCOCC2)cc2ccccc2c1Br	1.38	-7.47*	i
CCCC(=O)NC(Nc1c(C)n(C)n(-c2ccccc2)c1=O)C(Cl)(Cl)Cl (stereo not given)	-1.68	i	i
CN(C(=O)c1ccc(Oc2ccc([N+](=O)[O-])cc2)cc1)C1CCCCC1	0.1	i	i
O=C(OCc1cn(-c2ccc(Cl)c(Cl)c2)nn1)c1ccccc1	0.05	i	i
COc1cccc2c1C(=O)c1c(O)c3c(c(O)c1C2=O)C[C@@](O)(C(=O)CO)C[C@@H]3O[C@H]1C[C@H](N)[C@@H](O)[C@H](C)O1	-11.2	i	i
CCOc1cccc(N2C(=O)CC(NNC(=O)c3ccc(Br)o3)C2=O)c1 (stereo not given)	-1.99	i	i
Cc1cc(=O)oc2cc(OC(=O)c3ccccc3)ccc12	0.93	i	i
O=C(COC(=O)COc1ccccc1[N+](=O)[O-])Nc1ccc(S(=O)(=O)N2CCCCC2)cc1	-1.06	i	i
CCC(=O)Nc1ccc(-c2nnc(SCC(=O)NCC3CCCO3)n2C)cc1 (stereo not given)	1.5	i	i
O=C1/C(=C/c2cccnc2)SC(=S)N1C1CCS(=O)(=O)C1 (stereo not given)	0.74	i	i
Cc1ccc(C(=O)N/C(=C/c2ccccc2)C(=O)NC(Cc2ccccc2)C(=O)O)cc1 (stereo not given)	0.93	i	i
COc1ccccc1CNC(=O)c1ccc2c(=O)n3c(nc2c1)CCCCC3	0.08	i	i
Cc1c(Cl)cccc1-n1c(SCC(=O)NCc2ccccc2Cl)nnc1-c1ccncc1	-0.78	-6.36*	i
O=c1[nH]c2ccc(S(=O)(=O)N3CCN(c4ccccc4)CC3)cc2[nH]c1=O	-1.69	i	i
c1ccc2c(c1)Sc1ccccc1-n1cnnc1-2	-0.95	i	i
O=c1cnnc(N/N=C/c2ccccn2)[nH]1	0.74	i	i
CN(C(=O)CSc1nnc(-c2ccco2)o1)C1CCCCC1	0.24	i	i
CC(=O)c1ccc(OCc2ccc(Oc3c(Cl)cccc3[N+](=O)[O-])cc2)cc1	-1.36	i	i
O=C(CSc1nnc(-c2ccccc2)o1)c1ccc2c(c1)OCCO2	0.97	i	i
O=C(NCC1COc2ccccc2O1)c1cccc(S(=O)(=O)NCc2ccccc2)c1 (stereo not given)	-0.01	i	i
Cc1ccsc1/C=N/n1c(C2CCCCC2)n[nH]c1=S	1.98	i	i
O=C(c1ccco1)N1c2ccccc2Sc2ccccc21	-2.74	i	i
COc1ccc(S(=O)(=O)N(C)CC(=O)Nc2ccccc2SC)cc1	-0.55	i	i
C(#Cc1ccc2c(c1)COc1c3ccccc3nn1-2)c1ccccc1	0.04	i	i
O=C(CN1CCN(c2ccc([N+](=O)[O-])cc2)CC1)c1ccccc1	-1.35	i	i
Cc1ccc(C(=O)COC(=O)CN2C(=O)C3C4C=CC(C4)C3C2=O)cc1[N+](=O)[O-] (stereo not given)	-3.17	i	i
NC(=O)C1CCN(C(=O)COc2ccc(Nc3ccccc3)cc2)CC1	2.2	i	i
COc1ccc(NC(=O)c2ccco2)cc1NC(=O)COc1ccccc1[N+](=O)[O-]	-0.88	i	i
COCC1CCCN(C(=O)c2cc(COc3cncc(Cl)c3)on2)C1 (stereo not given)	-0.01	i	i
Cc1ccc(-c2[nH]n3c(=O)c4c(nc3c2C)CCCC4)cc1	0.13	i	i
CCOCc1nnc(NC(=O)c2ccc(OC)cc2)s1	-0.56	i	i
Cn1c(NC(=O)/C=C\c2ccccc2)cc(=O)n(C)c1=O	0.13	i	i
Nc1nnn(CC(=O)N/N=C/c2cccc(Cl)c2)n1	1.87	i	i
COc1cc(CN2CCC(C(=O)NCCC(C)C)CC2)ccc1OCc1ccccc1	-1.59	i	i
O=[N+]([O-])c1cccnc1NCCNc1ncc(C(F)(F)F)cc1Cl	-0.03	i	i
C/C(=N\Nc1ccc(S(=O)(=O)Nc2ccc(Cl)cc2)cc1[N+](=O)[O-])c1ccc(N2CCOCC2)cc1	0.35	i	i
Cc1cc(C(=O)Nc2ccccc2C)c2ccccc2n1	-3	i	i
O=C(CBr)c1ccc([N+](=O)[O-])c(CS(=O)(=O)c2ccc(Cl)cc2)c1	-0.57	i	i
O=C1CCN(CCc2ccccc2)CCN1[C@H](CSc1ccccc1)c1ccccc1	-0.85	i	i

Next section (3 carried over from the part before).
compound	Kir21 inh	KCNQ2 block	CHT inh
Cc1cc(C(=O)Nc2ccccc2C)c2ccccc2n1	-3	i	i
O=C(CBr)c1ccc([N+](=O)[O-])c(CS(=O)(=O)c2ccc(Cl)cc2)c1	-0.57	i	i
O=C1CCN(CCc2ccccc2)CCN1[C@H](CSc1ccccc1)c1ccccc1	-0.85	i	i
COCCn1nnnc1C(CC(C)C)N1CCN(c2nc3ccccc3s2)CC1 (stereo not given)	-0.01	i	i
COc1ccccc1-c1nnc(NC(=O)c2ccc3c(c2)OCO3)s1	1.64	i	i
O=C(C(Cc1ccccc1)n1cccc1)N1CCN(c2ccccc2)CC1 (stereo not given)	0.3	i	i
COCCOC(=O)C1=C(C)N=C2SCCC(=O)N2C1c1cccc(Br)c1 (stereo not given)	-1.99	i	i
CC(C)n1nnnc1SCC(=O)Nc1ccc2c(c1)OCCO2	0.7	i	i
CCCCC(=O)NC(=S)Nc1cccc(NC(=O)c2ccccc2)c1	-0.91	i	i
COc1ccc(C=O)cc1Cn1ccnc1C	-0.29	i	i
CC(=O)N1c2ccc(S(=O)(=O)N3CCC(C(=O)N4CC(C)CC(C)C4)CC3)cc2CC1C (stereo not given)	0.08	i	i
C(=C\c1ccccc1)/C=N/Nc1nc2ccccc2s1	-0.06	i	i
NC(=O)C1(N2CCCCC2)CCN(CC(=O)Nc2ccccc2Sc2ccccc2)CC1	-0.72	i	i
Cc1ccc(-c2cc(C(=O)O)c3cc(Br)ccc3n2)s1	0.71&0	i	i
COc1ccc(-c2nnc(SCC(=O)NC3CCCCC3)o2)cc1OC	-0.07	i	i
O=C(CCCN1C(=O)c2ccccc2C1=O)Oc1ccc(Cl)cc1	-0.51	i	i
O=C(CN1CCSCC1)N1CCc2[nH]c3ccc(Br)cc3c2C1	-0.32	i	.
COc1ccc(-c2n[nH]c(=S)n2-c2ccc(Br)cc2)cc1OC	0.1	i	i
OCCNc1nc(N2CCCCC2)nc2ccccc12	0.65	i	i
COc1cccc(NC(=O)COc2nc3ccccc3nc2C)c1	0.51	i	i
COc1ccc(/C=N/NC(=O)CN2CCSCC2)cc1C	0.98	i	i
CC1CCN(C(=O)c2ccc3c(c2NCCO)C(=O)c2ccccc2C3=O)CC1	1.56	i	-6.31*
C=CCNc1nc2c(c(=O)n(C)c(=O)n2C)n1CC	-0.63	i	i
CCCC(=O)N(Cc1cccnc1)c1nc2c(OC)ccc(Cl)c2s1	0.84	i	i
O=C(Cc1ccccc1)Nc1ccc2[nH]ncc2c1	1.88	i	i
COc1ccc(NC(=O)CN(C)S(=O)(=O)c2ccc3c(c2)CC(C)N3C(C)=O)cc1OC (stereo not given)	0	i	i
CC(=O)c1ccccc1OCCOCCOc1ccccc1C(C)=O	-2.17	i	i
Cc1ccn2c(NC3CCCC3)c(-c3ccncc3)nc2c1	-0.86	i	i
O=C(NC1CCN(Cc2ccccc2)CC1)c1ccc(Cl)cc1Cl	-6.53*	i	i
CC(NC(=O)C1(S(=O)(=O)c2ccc(Cl)cc2)CC1)c1ccccc1 (stereo not given)	-2.89	i	i
CC(C)(C)c1csc(SCC(=O)Nc2ccc(Cl)cn2)n1	-0.48	i	i
O=C(Cn1[nH]c(=O)c2ccccc2c1=O)OCC(=O)c1ccccc1Cl	-0.79	i	i
O=C(N/N=C/c1c(Cl)[nH]c2ccccc12)c1ccc2c(c1)OCCO2	0.2	i	i
Cc1oc2c(CN3CCOCC3)c(O)ccc2c(=O)c1-c1ccc(Br)cc1	-0.61	i	i
Cc1ccc(S(=O)(=O)/N=C(/Nc2ccccn2)c2ccc(Cl)cc2)cc1	-0.18	i	i
N#CC1=C(N)SC(N)=C(C#N)C1c1c(Cl)cccc1Cl	0.56	i	i
COCCn1c(SCC(=O)Nc2cc(C(C)(C)C)nn2-c2ccccc2)nnc1-c1ccncc1	-0.77	i	i
COc1ccc2nc(NC(=O)c3cc(C)oc3C)sc2c1	1.49	i	i
COC(=O)c1ccc(C2C(Oc3ccccc3C)C(=O)N2CCc2ccc(OC)c(OC)c2)cc1 (stereo not given)	-0.99	i	i
CCOc1ccc(C(=O)NCC(=O)NCC(c2ccc(OC)cc2)N2CCOCC2)cc1OCC (stereo not given)	-0.07	i	i
COC(=O)/C=C/CSC1=N/C(=C/c2ccc(-n3cncn3)cc2)C(=O)N1	0.45	i	i
CCC(Cc1ccccc1)NS(=O)(=O)c1csc(C(N)=O)c1 (stereo not given)	-0.65	i	i
CC1C(=O)NN=C1C(=O)N/N=C/c1ccco1 (stereo not given)	2.12	i	i
CC(CC(=O)O)CC(=O)Nc1nncs1 (stereo not given)	0	i	i
CCN(c1ccccc1)S(=O)(=O)c1ccc(C(=O)Nc2nnc(C3CC3)o2)cc1	-1.11	i	i
COCCN1CCC(CNCc2c(C(=O)N3CCCCC3)nc3c(C)cccn23)C1 (stereo not given)	-0.67	i	i
CC1CCCN(C(=O)CCNS(=O)(=O)c2ccc3c(c2)c(=O)n(C)c(=O)n3C)C1 (stereo not given)	-1.76	i	i
CCOC(CNC(=O)c1ccc2c(c1)ncn2-c1cccc(F)c1)OCC	-0.47	i	i
CCc1nnc(NC(=O)CSc2nc(-c3ccccc3)cc(-c3ccc(OC)cc3)c2C#N)s1	0.55	i	i
Cc1c(Cl)c([N+](=O)[O-])nn1CC(=O)NC(C)c1ccccc1 (stereo not given)	-0.02	i	i
COC(=O)Nc1sccc1C(=O)Nc1sccc1C(=O)OC	-0.27	i	i
COCCn1c(SCC(=O)c2c(N)n(C)c(=O)n(C)c2=O)nc2ccccc21	-0.25	i	i
Clc1ccc(-c2nnc(-c3ccccc3)o2)c(Cl)c1	0.09	i	i
Cc1cc(NC(=O)c2cncc(Br)c2)ccc1NC(=O)c1cc2ccccc2o1	-0.59	i	i
CC(C)n1c(-c2cccnc2)nc2cnccc21	0.6	i	i
COc1cccc(S(=O)(=O)N2CCN(Cc3ccc4c(c3)OCO4)CC2)c1	-1.58	i	i
COc1cc(NC2c3ncccc3C(=O)N2Cc2ccco2)cc(OC)c1OC (stereo not given)	0.78	i	i
C#CCOCCOCCOCCNc1nc(N2CCN(C(=O)[C@H](CCCCN)n3cc([C@@H](N)C(C)CC)nn3)CC2)nc(N2CCN(C(=O)[C@H](Cc3ccc(O)cc3)n3cc([C@@H](N)C(C)CC)nn3)CC2)n1 (stereo not given in full)	0.06	i	i
O=C(Oc1c(CN2CCOCC2)cc(Cl)c2cccnc12)c1ccccc1F	1.19	i	i

Next compounds:
compound	Kir21 inh	KCNQ2 block	CHT inh
O=C(O)CC1(O)C(=O)N(Cc2ccccc2)c2ccccc21 (stereo not given)	0.02	i	i
CCOc1ccc(NS(=O)(=O)c2ccc(OCC(=O)NCCCOC)cc2)cc1	-0.56	i	i
CCc1ccc(NC(=O)c2ccccc2NC(=O)C2CCCO2)cc1 (stereo not given)	1.04	i	i
Cc1ccc(Cn2cnc3c(cnn3-c3ccc(F)cc3)c2=O)cc1	-0.47	i	i
Cc1nc(N/N=C/c2ccc(O)cc2)c2cnn(-c3ccccc3)c2n1	0.3	i	i
Cc1nnc(SCC(=O)Nc2ccccc2C(=O)NC2CC2)s1	-1.42	i	i
CC(C(=O)Nc1ccc(F)c(F)c1)N1CCN(C)CC1 (stereo not given)	0.63	i	i
FC(F)(F)c1cccc(-c2noc(CN3CCOCC3)n2)c1	0.36	i	i
